# hIAP act: increases human intestinal alkaline phosphatase activity; purified human IAP, CDP-Star luminescence, 30 min; hits give high values; 1 = vehicle-only enzyme, 0 = enzyme-free background; hit rate 0.16% among 330,000; activation factor at 10 µM; AID 2524;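 active means activation factor of the enzyme at least 2-fold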; further: the source names both 10 and 20 µM as test concentration; values of inactives mirror those of a sister screen read the other way
# Target sequence (P09923 whole entry, looked up): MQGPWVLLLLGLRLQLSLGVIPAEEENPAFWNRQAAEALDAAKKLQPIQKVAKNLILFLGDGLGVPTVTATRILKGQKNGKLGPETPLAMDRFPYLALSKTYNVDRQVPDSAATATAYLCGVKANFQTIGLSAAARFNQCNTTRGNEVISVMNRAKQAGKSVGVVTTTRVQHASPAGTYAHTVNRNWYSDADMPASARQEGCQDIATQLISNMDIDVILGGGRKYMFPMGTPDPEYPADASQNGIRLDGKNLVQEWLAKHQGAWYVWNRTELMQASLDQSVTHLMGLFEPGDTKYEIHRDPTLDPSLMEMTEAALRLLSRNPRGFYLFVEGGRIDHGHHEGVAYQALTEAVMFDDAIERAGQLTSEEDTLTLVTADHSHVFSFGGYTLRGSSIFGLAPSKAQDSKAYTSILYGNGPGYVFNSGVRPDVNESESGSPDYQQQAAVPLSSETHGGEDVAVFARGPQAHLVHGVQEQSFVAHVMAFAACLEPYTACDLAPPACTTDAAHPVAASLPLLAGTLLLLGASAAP
# APOBEC3A inh: inhibitors of human APOBEC3A DNA deaminase; inhibition, % at 20 µM; AID 493011; hit rate 0.41% among 330,000; P31941; recombinant A3A, FAM/TAMRA ssDNA deamination fluorescence;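 active means at least 40% inhibition at 20 µM here, with at most 30% in a related deaminase screen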;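 further: plate controls were A3A with DMSO for no effect and wells lacking A3A enzyme for full effect; some results filed as inactive read as strong as hits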
# NR3A LBD binder: modulators (binders) of human NR3A ligand-binding domain; NR3A LBD differential scanning fluorimetry, Tm shift; 0% = protein alone, 100% = glycine-bound protein; Tm shift relative to glycine control, % at 25 µM; hit rate 2.5% among 340,000;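 active means melting temperature shift of at least 10% of the positive control shift, at one fixed dose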
# MPTP inh: permeability transition pore inhibition; hit rate 1.4% among 360,000; inhibition, % at 10 µM; isolated mouse mitochondria, Ca2+ swelling absorbance, 30 min;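 active means inhibition of 50% or more, scaled per plate between neutral and stimulator controls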;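 further: 0% = DMSO wells given calcium and 100% = 1 mM EGTA wells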
# MIN6 prolif: induces beta-cell replication in MIN6 cells; hit rate 0.29% among 330,000; proliferation, % at 10 µM; MIN6 cells proliferation, ATPlite luminescence, 48 h; cells starved in 0.2% serum; 100% = growth in 10% serum;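 active means compounds whose signal lies at least 3.5 SD above the mean of all wells on their plate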;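 further: 0% = DMSO-treated cells in low-serum medium and 100% = 10% serum control; some compounds called inactive have numbers as strong as hits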
# mIAP act: mouse IAP activation; activation factor at 10 µM; muIAP, CDP-Star luminescence, 30 min; hits give high values; 1 = vehicle-only enzyme signal, 0 = enzyme-free wells; hit rate 0.24% among 330,000;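 active means activation factor of at least 2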; further: the source names both 10 and 20 µM as test concentration; values of inactives mirror those of a sister screen read the other way
#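 Assay system: mouse IAP enzyme; reagent: chemiluminescent substrate CDP-Star; dosing: test compounds delivered from DMSO solution; schedule: 30 min at room temperature; measured by: luminescence from enzymatic CDP-Star hydrolysis; controls: DMSO-only wells and no-enzyme negative control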
# A3G deaminase: inhibitors of human APOBEC3G DNA deaminase; AID 493012; hit rate 0.28% among 330,000; Q9HC16; recombinant A3G, ssDNA deamination FAM/TAMRA fluorescence; inhibition, % at 20 µM;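 active means inhibition of at least 40% at 20 µM, with no more than 30% in the related APOBEC3A deaminase screen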;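 further: plate controls were DMSO wells with A3G for no effect and wells lacking A3G enzyme for full effect; some compounds called inactive have numbers as strong as hits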
# Target sequence (Q9HC16 whole entry, looked up): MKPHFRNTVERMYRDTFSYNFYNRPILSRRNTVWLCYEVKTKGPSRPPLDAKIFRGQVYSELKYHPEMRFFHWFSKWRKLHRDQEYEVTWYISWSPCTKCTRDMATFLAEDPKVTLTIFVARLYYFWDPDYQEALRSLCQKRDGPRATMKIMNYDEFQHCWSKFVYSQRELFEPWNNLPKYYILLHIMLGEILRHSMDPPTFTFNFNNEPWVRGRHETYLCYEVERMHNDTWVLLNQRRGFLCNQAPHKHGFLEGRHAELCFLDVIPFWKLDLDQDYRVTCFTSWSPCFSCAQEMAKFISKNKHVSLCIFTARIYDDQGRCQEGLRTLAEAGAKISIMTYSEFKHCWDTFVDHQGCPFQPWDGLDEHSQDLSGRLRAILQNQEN
# mIAP block: blocks mouse intestinal alkaline phosphatase; inhibition, % at 10 µM; purified mouse IAP, CDP-Star luminescence, 30 min; hit rate 0.2% among 330,000;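 active means inhibition of at least 40% at 10 µM in the primary screen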;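 further: plate controls were DMSO with enzyme for no effect and no enzyme wells for full effect; values of inactives mirror those of a sister screen read the other way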
# hIAP inh: blocks human intestinal alkaline phosphatase. P09923. purified IAP, CDP-Star luminescence, 30 min. inhibition, % at 10 µM. hit rate 0.12% among 330,000. AID 2544;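 active means inhibition reaching a set limit with compound at 10 µM in the primary screen, cut at about 35% in these data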;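 further: plate controls were DMSO wells with enzyme for no effect and no-enzyme buffer wells for full effect; values of inactives mirror those of a sister screen read the other way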
# An asterisk follows results filed as active; & = joins results of further samples. Compounds as they come; overall some 5% were active at least once.
SMILES,hIAP act,APOBEC3A inh,NR3A LBD binder,MPTP inh,MIN6 prolif,mIAP act,A3G deaminase,mIAP block,hIAP inh
COCCn1c(SCC(=O)c2c(N)n(C3CC3)c(=O)[nH]c2=O)nnc1-c1cccc(C)c1,1.1,0,1,0.6,1,1.1,-12,-5,-10
CCOC(=O)N1CCN(C(=O)c2c[nH]c3ccc(S(=O)(=O)N(C)c4ccc(OCC)cc4)cc3c2=O)CC1,0.93,0,-1,2.0,-1,1,0,-3,7
COc1cccc(-c2nnc(SCC(=O)N3CCCc4ccccc43)o2)c1,0.94,2,0,-3.1,1,1,-1,-1,6
CCN(CC)c1nc(Nc2ccccc2)nc(Oc2ccc(C(=O)OC)cc2)n1,0.86,5,14*,0.0,-5,0.96,1,4,14
Cc1ccc(S(=O)(=O)Oc2ccc(/C=N/NC(=O)c3cccnc3)cc2)cc1,1.2,-3,-1,0.4,-2,0.87,-9,13,-16
Cc1ccc(CC(=O)NC(C)CCc2ccccc2)cc1 (stereo unspecified),0.93,-1,0,-1.4,1,0.99,-3,1,8
O=C(CN1CCc2ccccc2C1)Nc1cccc(S(=O)(=O)N2CCCC2)c1,1.2,0,0,4.5,-2,1.1,-4,-6,-18
O=C(CSc1ccc2ccccc2n1)NCc1ccc2c(c1)OCO2,0.93,14,-1,0.0,3,1.1,-2,-5,7
COc1ccc(NC(=O)C(c2ccccc2)N(C)C(=O)CNC(C)=O)cc1 (stereo unspecified),0.95,1,1,-0.7,0,1.2,1,-20,5
CCCCNC(=O)C1c2cc(OC)c(OC)cc2C(=O)N(C)C1c1cccs1 (stereo unspecified),1.2,-4,0,-4.3,0,1.1,-14,-13,-20
COC(=O)c1cccc(NC(=O)c2cc3sccc3n2C)c1,0.91,-1,-6,-2.2,1,1,-2,-1,9
COc1ccc2c(c1)c(C(O)CN1CCN(Cc3ccc4c(c3)OCO4)CC1)c(C)n2C (stereo unspecified),0.99,3,-2,-2.0,-6,0.94,-6,6,1
CCOC(=O)Cc1csc(NC(=O)c2ccc(S(=O)(=O)N3CCOCC3)cc2)n1,0.99,5,-2,0.9,-1,1,-1,-5,1
c1cnc(NCCNc2ncccn2)nc1,1.1,0,-2,-1.1,-1,0.98,-3,2,-9
CCc1ccccc1Nc1nc(N)nc(CSCC(=O)c2cc(C)n(C)c2C)n1,1.1,2,-1,8.2,0,0.91,-1,9,-12
O=C(Nc1nnc(SCC(=O)N2CCCc3ccccc32)s1)c1cccc2ccccc12,0.9,2,1,-0.2,-2,1,2,-1,10
CN1CCN(S(=O)(=O)c2ccc(N3CCN(S(=O)(=O)/C=C/c4ccccc4)CC3)nc2)CC1,1.1,1,1,-0.1,-3,1,-4,-4,-11
CN1CCN(C(=O)/C=C/c2ccc(Cl)c(Cl)c2)CC1,1.1,1,-1,-0.2,0,0.95,-2,5,-10
CCc1ccccc1N(CC)C(=O)CCc1nc(-c2ccc(C)cc2)no1,0.99,0,0,0.0,-3,1,-4,-2,1
COc1cc(CC(=O)NC2CCCc3ccccc32)cc(OC)c1OC (stereo unspecified),0.99,-5,-3,-0.8,-4,1.1,-9,-7,1

# Only mIAP act, for some of the entries so far:
Compound,mIAP act
O=C(CSc1ccc2ccccc2n1)NCc1ccc2c(c1)OCO2,1.1
COc1ccc(NC(=O)C(c2ccccc2)N(C)C(=O)CNC(C)=O)cc1 (stereo unspecified),1.2
CCCCNC(=O)C1c2cc(OC)c(OC)cc2C(=O)N(C)C1c1cccs1 (stereo unspecified),1.1
COC(=O)c1cccc(NC(=O)c2cc3sccc3n2C)c1,1
COc1ccc2c(c1)c(C(O)CN1CCN(Cc3ccc4c(c3)OCO4)CC1)c(C)n2C (stereo unspecified),0.94
CCOC(=O)Cc1csc(NC(=O)c2ccc(S(=O)(=O)N3CCOCC3)cc2)n1,1
c1cnc(NCCNc2ncccn2)nc1,0.98

# Further structures:
SMILES,hIAP act,APOBEC3A inh,NR3A LBD binder,MPTP inh,MIN6 prolif,mIAP act,A3G deaminase,mIAP block,hIAP inh
CCn1c(SCC(=O)NCCc2ccccc2)nnc1-c1ccco1,1.1,0,1,-13,-2,1.1,2,-5,-9
O=C(NC1CCCCC1)Nn1c(-c2ccccc2)nc2ccccc2c1=O,1.1,-5,-6,0.5,-1,1.2,-5,-17,-6
Cc1noc(C)c1CSc1nc2ccccc2s1,1.1,0,-7,0.6,-3,1.1,4,-10,-10
Cc1nnc2ccc(N3CCN(C(=O)c4ccccc4)CC3)nn12,1.1,0,2,-0.9,-2,1,2,-4,-6
O=C(O)c1ccc(NS(=O)(=O)c2ccc3c(c2)C2C=CCC2C(c2ccccc2F)N3)cc1 (stereo unspecified),0.93,5,-97,1.9,-4,0.94,-1,6,7
c1ccc(-n2ncc3cccnc32)cc1,1.1,2,5,2.8,2,1.1,-5,-7,-10
CCOC(=O)c1c(NC(N)=O)sc(C)c1C,0.86,-2,0,-0.9,1,0.97,1,3,14
Cc1ccc(S(=O)(=O)N2CCN(C(=O)Cn3c(=O)cnc4ccccc43)CC2)c(C)c1,1.1,2,0,-0.6,-3,1,-5,-5,-6
COC(=O)c1ccc(N2CCN(C(C)=O)CC2)c(NC(=O)c2cccnc2)c1,0.9,0,-1,-0.4,-1,0.98,-8,2,10
CC(=O)Nc1ccc(-n2nnnc2SCC(=O)N2CCN(C(=O)c3ccco3)CC2)cc1,0.93,-3,2,-0.1,-3,1.1,-2,-8,7
O=C(CN1CCCCCC1)N/N=C/c1cccc(Cl)c1,0.99,-3,1,-0.8,0,0.87,-3,13,1
O=C(Nc1ccccc1-c1nc2ccccc2[nH]1)c1ccc(N2C(=O)CCC2=O)cc1,0.86,2,9,-2.1,-1,1,-2,-5,14
CC1CCN(S(=O)(=O)c2ccc(NC(=O)CN3CCOCC3)cc2)CC1,0.86,-1,0,-0.6,4,0.97,-5,3,14
S=C(NCCc1ccncc1)Nc1cccc2ccccc12,1.2,-1,1,-0.1,1,0.95,-6,5,-24
COC(=O)C1=C(C(=O)OC)[C@@H]2Nc3ccccc3[C@@]23C[C@@H](C(=O)OC)N(C(=O)C2CCC2)C3=N1,0.86,0,-1,0.6,-3,1,-7,0,14
CCn1c(SCC(=O)NNC(=O)c2ccc(C)cc2)nnc1-c1ccco1,1.5,0,0,-2.7,-2,0.96,-3,4,-49
Cn1c(SCc2ccccc2)nc(N)c(N=O)c1=O,0.87,-1,0,1.6,-1,0.93,-8,7,13
CCOC(=O)c1cc2occc2n1CC(=O)NC1CCC(C)CC1 (stereo unspecified),1.8,-3,4,0.4,-1,1,-4,-2,-76
OCC[C@@H]1C[C@@H](O)[C@H](O)[C@]2(CCc3ccccc3CO2)O1,0.96,2,2,-0.4,-4,1.1,-10,-7,4
CCN(CC(=O)NCc1cccs1)C(=O)c1ccc(OC)c(OC)c1,1.2,7,1,-2.1,5,1,5,-1,-18

# One compound at a time (already shown):
# Cc1noc(C)c1CSc1nc2ccccc2s1 as listed: hIAP act: 1.1; APOBEC3A inh: 0; NR3A LBD binder: -7; MPTP inh: 0.6; MIN6 prolif: -3; mIAP act: 1.1; A3G deaminase: 4; mIAP block: -10; hIAP inh: -10
# CCn1c(SCC(=O)NCCc2ccccc2)nnc1-c1ccco1 as listed: hIAP act: 1.1; APOBEC3A inh: 0; NR3A LBD binder: 1; MPTP inh: -13; MIN6 prolif: -2; mIAP act: 1.1; A3G deaminase: 2; mIAP block: -5; hIAP inh: -9

# Next results
SMILES,hIAP act,APOBEC3A inh,NR3A LBD binder,MPTP inh,MIN6 prolif,mIAP act,A3G deaminase,mIAP block,hIAP inh
S=C(NCc1ccco1)NCc1ccccc1Cl,0.98,-3,-1,1.3,-3,1,-5,-1,2
Cc1nc2sc(C(c3ccco3)N3CCN(c4ccccc4F)CC3)c(O)n2n1 (stereo unspecified),0.94,2,0,0.0,0,0.93,-2,8,6
C=C(C)Cn1c(C2CC(=O)N(c3ccccc3F)C2)nc2ccccc21 (stereo unspecified),0.93,-1,4,2.2,2,1,0,-2,7
CCN1C(=O)c2ccccc2S(=O)c2ccc(C(=O)NCc3ccccn3)cc21 (stereo unspecified),1,0,-1,-0.7,0,1,3,-2,-3
Cn1c(C(F)(F)F)nc2c(=O)oc3ccccc3c21,0.93,-1,-2,-3.1,2,0.92,-7,8,7
CC(C)(C)C1C=C(Sc2ccccc2)C(=O)O1 (stereo unspecified),1,-1,1,1.0,0,1,-8,-2,-1
CCC(O)(CC)C(=O)N=Nc1c(O)[nH]c2ccccc12,1.1,1,0,-0.3,-2,0.94,-3,6,-10
O=C(NNC(=O)c1sccc1-n1cccc1)c1ccccc1,0.89,2,-1,-3.0,-2,0.89,1,11,11
CCc1ccc(NC(=O)c2cc(CC(C)C)on2)cc1,1,2,-1,-0.2,0,1.1,2,-8,0
CC(C)NC(=O)c1ccccc1NC(=O)CCc1ccccc1,0.96,-1,-2,0.2,1,0.94,-3,6,4
COc1cc(NC(=O)C2CCC(CNc3c(N4CCC(C)CC4)c(=O)c3=O)CC2)cc(OC)c1 (stereo unspecified),0.92,-2,-2&0,-1.1&-0.9,-4,1.2,-6,-23,8
O=C1c2ccccc2C(O)N1Cc1ccc2c(c1)OCO2 (stereo unspecified),0.88,4,0,-1.1,-2,1,0,-2,12
CSc1nc(C)cc(C)c1S(=O)(=O)c1ccccc1C,1.1,1,1,-1.5,1,0.93,-1,7,-7
COC(=O)c1nn(-c2cccc(C)c2)c2nnc(Cc3ccc(C)cc3)c(=O)n12,0.92,3,1,0.6,0,0.96,-3,4,8
COc1cccc(NC(=O)NC2CCN(CC(=O)Nc3ccccc3[N+](=O)[O-])CC2)c1,0.92,-7,-13,0.2,0,0.95,-3,5,8
COc1ccc(-c2noc(CCC(=O)NCCN3CCN(c4ccccc4F)CC3)n2)cc1,1.1,-2,1,0.3,-2,0.92,-10,8,-10
O=C(CCNC(=O)c1ccccc1)NCc1ccccc1F,0.84,-4,-18,-0.1,3,0.92,-6,8,16
Cn1c(COc2ccc3ccccc3c2)nnc1SCC(=O)OC1CCCCC1,1.1,2,-1,15,-4,1,1,-3,-8
CC(C)(C)C1CCC2(CC1)NC(CO)(CO)CO2 (stereo unspecified),0.97,0,1,-3.5,-1,1,-2,-2,3
O=c1onc(-c2c(F)cccc2F)n1-c1ccccc1Cl,0.87,-4,1,-1.3,1,0.98,-10,2,13
CC(OC(=O)CN1C(=O)C2CC=CCC2C1=O)C(=O)Nc1ccc(F)cc1Cl (stereo unspecified),1.2,-1,0,-0.6,-3,0.92,-4,8,-21
Cc1ccc(NC(=O)CN(c2ccccc2)S(=O)(=O)N(C)C)cc1C,1.1,-1,0,2.1,-3,1,-4,-4,-15

# At a glance, part of the list above:
SMILES,hIAP act,APOBEC3A inh,NR3A LBD binder,MPTP inh,MIN6 prolif,mIAP act,A3G deaminase,mIAP block,hIAP inh
CC(OC(=O)CN1C(=O)C2CC=CCC2C1=O)C(=O)Nc1ccc(F)cc1Cl (stereo unspecified),1.2,-1,0,-0.6,-3,0.92,-4,8,-21
Cc1ccc(NC(=O)CN(c2ccccc2)S(=O)(=O)N(C)C)cc1C,1.1,-1,0,2.1,-3,1,-4,-4,-15
